Bioassay records from PubChem.
GFP derepression: derepresses silenced GFP locus in mouse C127i cells; mouse C127i GFP locus derepression, cytometry, 30 h; Potency, µM (series often up to 46.1 µM), inactives show top-dose GFP derepression (activation); 0.09% of 68,000 active; also: % of control where 0% means no effect
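Read-out is the number of GFP-positive cells, scored as fluorescent objects 20 to 120 um wide, reflecting derepression of a silenced CMV-GFP reporter in murine C127i cells after 30 h compound exposure at 37 C.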
Hsp90 Hop PPI: changes Hsp90-Hop TPR2A binding signal, up or down | AlphaScreen TPR2A-His6 binding biotin-Hsp90 C-terminal peptide | Potency, µM (highest dose often 57 µM), for inactives: at the highest dose activity change, negative = inhibition | 0.44% of 71,000 active | AID 595; active = well fitted curve in either direction with a large enough effect; inconclusive = small, poorly fitted or top-dose-only effect, or another doubt; also: potency is read from the fitted curve at half-maximal effect; % is scaled to controls: 0 for no effect and ±100 for the full control effect; many of its hits are not listed in these tables
UbGFP stabilizer: ubiquitin-GFP accumulation via proteasome inhibition; 67,000 tested, under 10 active; Ubiquitin-GFP reporter cells, proteasome inhibition, GFP fluorescence; response scale: untreated = 0%, 10 µM MG-132 = 100%; Potency, µM (highest dose often 45.9 µM), without a hit: at the highest dose activation (GFP accumulation), most hits filed as activators; active = well fitted activation curve with a large enough effect, not every such curve was filed as active; inconclusive = small, poorly fitted or top-dose-only effect, or another doubt; inactive = no such curve, though single readings can be large or run the other way; also: potency is read from the fitted curve at half-maximal effect
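U2OS cells stably expressing ubiquitin(G76V)-GFP, seeded overnight in 0.5% FBS medium, were exposed to compounds (qHTS, 46 uM to 2.9 nM) for 4 hr at 37 °C. GFP-positive cells were counted by laser cytometry (488 ex/515 em), normalized between basal and 10 uM MG-132.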
Pol III holo inh: DNA polymerase III holoenzyme inhibition; Potency, µM (series often up to 57.1 µM), for the others: at the highest dose activity change, negative = inhibition; 0.25% of 71,000 active; AID 603; reconstituted DNA polymerase III holoenzyme replication, biochemical; also: potency is read from the fitted curve at half-maximal effect; % is scaled to controls: 0 for no effect and ±100 for the full control effect
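Reconstituted *E. coli* holoenzyme (0.35 nM Pol III, 1 nM beta, 154 nM SSB, 2 nM primase) was preincubated with compound for 15 min at RT. Synthesis on 1.4 nM ssM13Gori ran 35 min, then was stopped with PicoGreen/EDTA and read as dsDNA fluorescence.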
4-MU autofl: compounds fluorescent in 4-MU spectral region. 11% of 59,000 active. max dye-equivalent concentration, M. AID 589. compound autofluorescence, 340/450 nm, 4-MU equivalents; hits give high values; in the data active = max dye-equivalent concentration above about 10 nM; inconclusive = mostly about 1.1 nM to 9.6 nM
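Intrinsic fluorescence at 340/450 nm (ex/em) was read after 15 min at room temperature in pH 8.0, 100 mM Tris. Each compound concentration expressed as 4-MU-equivalent concentration from a six-point 4-MU standard series on each plate.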
TexasRed autofl: compound fluoresces in the Texas Red spectral region | Compound fluorescence, Texas Red channel, 547/618 nm; hits give high values | max dye-equivalent concentration, M | 0.06% of 59,000 active; in the data active = max dye-equivalent concentration above about 10 nM; inconclusive = between about 1.1 nM and that limit
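qHTS profiling of intrinsic compound fluorescence; 100 mM Tris pH 8.0; 15 min RT; ex 547 / em 618 nm; response expressed as Texas Red dye-equivalent concentration from six-point plate standard.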
15-hLO inh: inhibitors of human 15-lipoxygenase (ALOX15) | P16050 | purified 15hLO-1, xylenol orange hydroperoxide absorbance | Potency, µM (titrated, usually from 57.1 µM), for the others: at the top dose activity change, negative = inhibition, usual class: inhibitors | 1.4% of 74,000 active; also: potency is read from the fitted curve at half-maximal effect; % is scaled to controls: 0 for no effect and ±100 for the full control effect; nearly all actives have a fitted effect of over 55% in size
Target sequence (P16050 whole entry, looked up): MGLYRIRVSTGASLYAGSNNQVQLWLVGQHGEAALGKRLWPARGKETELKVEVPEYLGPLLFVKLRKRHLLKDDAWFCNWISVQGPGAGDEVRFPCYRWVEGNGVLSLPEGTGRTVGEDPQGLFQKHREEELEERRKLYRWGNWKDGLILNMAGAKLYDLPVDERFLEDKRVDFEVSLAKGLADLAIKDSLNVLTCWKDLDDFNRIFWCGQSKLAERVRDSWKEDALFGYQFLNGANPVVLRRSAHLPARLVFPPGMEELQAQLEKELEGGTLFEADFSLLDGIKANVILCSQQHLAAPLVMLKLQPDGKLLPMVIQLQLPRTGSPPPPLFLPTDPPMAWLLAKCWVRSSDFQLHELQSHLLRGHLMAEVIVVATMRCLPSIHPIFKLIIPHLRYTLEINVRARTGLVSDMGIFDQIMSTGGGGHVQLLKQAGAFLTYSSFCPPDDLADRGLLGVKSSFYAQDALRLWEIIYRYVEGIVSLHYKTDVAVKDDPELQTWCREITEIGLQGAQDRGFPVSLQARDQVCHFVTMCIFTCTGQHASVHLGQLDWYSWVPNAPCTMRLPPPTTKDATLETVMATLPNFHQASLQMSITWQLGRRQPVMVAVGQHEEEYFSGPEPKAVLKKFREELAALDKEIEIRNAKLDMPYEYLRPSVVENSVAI
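Readout: Fe(III)-xylenol orange absorbance, 573-to-405 nm ratio as reaction progress. Enzyme 40 nM purified human 15hLO-1, substrate 50 uM arachidonic acid, 6 min RT after 15 min compound preincubation; Hepes pH 7.5 buffer with Triton X-100.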
Rhodamine fluor: compound autofluorescence in rhodamine spectral region; Rhodamine-region fluorescence, 547/598 nm, Tris buffer; hits give high values; max dye-equivalent concentration, M; 0.05% of 59,000 active; AID 594; in the data active = max dye-equivalent concentration above about 11 nM; inconclusive = between about 1.1 nM and that limit
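A six-point rhodamine series on each plate calibrates the signal. Compounds sit in 100 mM Tris (pH 8.0) for 15 min at ambient temperature before imaging through 547 nm/598 nm filters.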
Fluorescein autfl: compound fluoresces in the fluorescein spectral region; AID 593; 0.91% of 59,000 active; Compound autofluorescence, 480/540 nm, fluorescein-equivalent; hits give high values; max fluorescein-equivalent concentration, M; in the data active = max fluorescein-equivalent concentration above about 10 nM; inconclusive = between about 1.1 nM and that limit
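Normalized response (dye-equivalent concentration) derives from comparing each well's 540 nm emission, under 480 nm excitation, with plate-resident fluorescein standards. Compounds were held in 100 mM Tris, pH 8.0, for 15 min at room temperature.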
HADH2 inhib: HADH2 (human) dehydrogenase inhibition; AID 886; 3.4% of 73,000 active; recombinant HADH2, NADH fluorescence, beta-hydroxybutyryl-CoA; Potency, µM (top dose mostly 57.1 µM), without a hit: at the highest dose activity change, negative = inhibition, hits mostly inhibitors; also: potency is read from the fitted curve at half-maximal effect; % is scaled to controls: 0 for no effect and ±100 for the full control effect; nearly all actives have a fitted effect of over 60% in size; many of its hits are not listed in these tables
Target sequence (Q99714 whole entry, looked up, one chain of several): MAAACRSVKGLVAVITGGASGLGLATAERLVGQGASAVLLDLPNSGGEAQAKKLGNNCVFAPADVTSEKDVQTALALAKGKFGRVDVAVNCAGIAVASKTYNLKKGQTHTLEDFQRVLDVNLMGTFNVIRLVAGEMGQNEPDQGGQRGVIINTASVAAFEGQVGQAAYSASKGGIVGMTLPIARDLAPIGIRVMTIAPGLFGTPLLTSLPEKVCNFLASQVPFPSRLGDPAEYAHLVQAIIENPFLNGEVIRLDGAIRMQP
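NADH fluorescence (ex 360/em 450 nm) read every 30 s for 4 min; activity taken as last-minus-first time point difference. Enzyme 20 nM, NAD+ 1 mM, beta-hydroxybutyryl-CoA 90 uM, pH 9.0 Tris buffer.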
HBB splicing: hemoglobin beta splicing modulation. Potency, µM (top dose mostly 46.1 µM), for the others: top-dose activation, most hits filed as activators. 0.06% of 65,000 active. HBB splicing reporter cell assay, activation; EGFP reporter with mutant IVS2-654 intron; response scale: normalised to 500 nM splice-correcting PNA; also: potency is read from the fitted curve at half-maximal effect; 0% is about no effect
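Compounds were applied for 2 days to HeLa EGFP-654 cells, 500/well in Optimem with 2% FCS. The reporter's EGFP is disrupted by mis-splicing of beta-globin intron IVS2-654. Readout: summed well GFP fluorescence from 488 nm laser scanning; reference was 500 nM antisense […] 654 PNA.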
Active calls of the source: *; [ ] = remark or other dose. Unless noted, calls follow the shape of the dose curve; as a rule, active = well fitted curve in the direction sought with a large enough effect; inconclusive = small, poorly fitted or top-dose-only effect, or another doubt; inactive = no such curve, though single readings can be large; an effect the other way counts as inactive or inconclusive. Only part of the results is shown; count on the stated rates, not on these rows.

What do the screens show for `CN1CCN(CCCNC(=O)C2CCN(c3nnc(-n4cccc4)s3)CC2)CC1`?
GFP derepression: -0.3%; Hsp90 Hop PPI: -1.8%; UbGFP stabilizer: 9.8%; Pol III holo inh: -4.1%; 4-MU autofl: inactive; TexasRed autofl: inconclusive; 15-hLO inh: 22.4%; Rhodamine fluor: inactive; Fluorescein autfl: inactive; HADH2 inhib: 0.7%; HBB splicing: -0.2%

What do the screens show for `FC(F)(F)c1ccccc1-c1nc(N2CCOCC2)c2ccccc2n1`?
GFP derepression: 5.0%[9.22 µM]; Hsp90 Hop PPI: 5.2%; UbGFP stabilizer: 2.5%; Pol III holo inh: -5.5%; 4-MU autofl: inactive; TexasRed autofl: inactive; 15-hLO inh: 45.5%[activator]; Rhodamine fluor: inactive; Fluorescein autfl: inactive; HADH2 inhib: 3.9%; HBB splicing: -0.3%

What do the screens show for `Cc1noc(C)c1CSc1nnc(-c2cccnc2)n1C1CCCCC1C` (stereo unspecified)?
GFP derepression: -0.9%; Hsp90 Hop PPI: -0.5%; UbGFP stabilizer: 5.6%; Pol III holo inh: -4.3%; 4-MU autofl: inactive; TexasRed autofl: inactive; 15-hLO inh: 15.4%; Rhodamine fluor: inactive; Fluorescein autfl: inactive; HADH2 inhib: 2.9%; HBB splicing: 0.1%[57.5 µM]

How did CC(C)n1c(=NC(=O)c2ccco2)c(C#N)cc2c(=O)n3ccccc3cc21 do in these assays?
GFP derepression: -0.4%; Hsp90 Hop PPI: -0.5%; UbGFP stabilizer: 10.5%; Pol III holo inh: -1.6%; 4-MU autofl: 7.61e-07M*; TexasRed autofl: inconclusive; 15-hLO inh: -17.6%; Rhodamine fluor: inactive; Fluorescein autfl: 1.14e-08M*; HADH2 inhib: inconclusive; HBB splicing: 4.5%[1.84 µM]

How did CCCCOC(=O)c1[nH]c2c(c1C)C(=O)CC(c1cc(OC)c(OC)c(OC)c1)C2 (stereo unspecified) do in these assays?
GFP derepression: -6.8%; Hsp90 Hop PPI: -4.3%; UbGFP stabilizer: -2.9%; Pol III holo inh: 3.5%; 15-hLO inh: -10.1%; HADH2 inhib: -5.1%; HBB splicing: -1.0%

How did COc1ccc(C2C(C(C)=O)=C(C)N=c3s/c(=C\c4cc(C)n(C)c4C)c(=O)n32)c(OC)c1 (stereo unspecified) do in these assays?
GFP derepression: -1.6%; Hsp90 Hop PPI: inconclusive; UbGFP stabilizer: -14.0%; Pol III holo inh: 60.8%; 15-hLO inh: inconclusive; HADH2 inhib: inconclusive; HBB splicing: 259.4%

Results for O=C(Cn1c(NCCO)nc2ccccc21)c1cccs1 ?
GFP derepression: 1.9%; Hsp90 Hop PPI: -1.0%; UbGFP stabilizer: -5.6%; Pol III holo inh: -0.1%; 4-MU autofl: inactive; TexasRed autofl: inconclusive; 15-hLO inh: 10.7%; Rhodamine fluor: inactive; Fluorescein autfl: inactive; HADH2 inhib: 1.2%

How did CCn1cc(CNC(=O)CCc2ccc(OC)cc2)cn1 do in these assays?
GFP derepression: 0.0%; Hsp90 Hop PPI: -3.9%; UbGFP stabilizer: 25.7%; Pol III holo inh: -1.5%; 4-MU autofl: 2.54e-08M*; TexasRed autofl: inconclusive; 15-hLO inh: 12.8%; Rhodamine fluor: inactive; Fluorescein autfl: inconclusive; HADH2 inhib: 0.0%; HBB splicing: 4.2%

Results for CCn1c(SCC(=O)n2c(C)c(C)c3ccccc32)nnc1-c1ccco1 ?
GFP derepression: 1.2%; Hsp90 Hop PPI: 1.2%; UbGFP stabilizer: 0.9%; Pol III holo inh: -4.8%; 4-MU autofl: inactive; TexasRed autofl: inactive; 15-hLO inh: -18.9%; Rhodamine fluor: inactive; Fluorescein autfl: inconclusive; HADH2 inhib: 23.4%; HBB splicing: -0.7%

How did O=C(c1ccc(CNS(=O)(=O)c2cccc(C(F)(F)F)c2)cc1)N1CCOCC1 do in these assays?
GFP derepression: 0.0%; Hsp90 Hop PPI: -2.3%; UbGFP stabilizer: -3.3%; Pol III holo inh: -10.5%; 4-MU autofl: inconclusive; TexasRed autofl: inactive; 15-hLO inh: -16.7%; Rhodamine fluor: inactive; Fluorescein autfl: inconclusive; HADH2 inhib: 5.7%; HBB splicing: -0.3%

Results for CSc1nsc(SCC(=O)NC2CCCCC2)n1 ?
GFP derepression: 0.0%; Hsp90 Hop PPI: -9.0%; UbGFP stabilizer: 4.6%; Pol III holo inh: 1.6%; 4-MU autofl: inactive; TexasRed autofl: inconclusive; 15-hLO inh: -1.4%; Rhodamine fluor: inactive; Fluorescein autfl: inactive; HADH2 inhib: -2.8%; HBB splicing: -1.4%

What do the screens show for `COc1ccc(OCCC(=O)NC2=NCCS2)cc1`?
GFP derepression: inconclusive; Hsp90 Hop PPI: -4.3%; UbGFP stabilizer: 8.5%; Pol III holo inh: -1.6%; 4-MU autofl: inactive; TexasRed autofl: inactive; 15-hLO inh: 9.2%; Rhodamine fluor: inactive; Fluorescein autfl: inconclusive; HADH2 inhib: 1.5%; HBB splicing: -1.2%

What do the screens show for `Cc1ccc(S(=O)(=O)C2(C(=O)N3CCN(C4CCCCC4)CC3)CC2)cc1`?
GFP derepression: 2.2%; Hsp90 Hop PPI: -2.1%; UbGFP stabilizer: 0.0%; Pol III holo inh: -1.3%; 4-MU autofl: inactive; TexasRed autofl: inactive; 15-hLO inh: 6.1%; Rhodamine fluor: inactive; Fluorescein autfl: inactive; HADH2 inhib: 6.7%; HBB splicing: -0.2%

How did COc1ccc(OC)c(C(O)c2nc3ccccc3n2C(C)C)c1 (stereo unspecified) do in these assays?
GFP derepression: -2.0%; Hsp90 Hop PPI: -5.4%; UbGFP stabilizer: -1.6%; Pol III holo inh: -2.4%; 4-MU autofl: inactive; TexasRed autofl: inactive; 15-hLO inh: 19.8%; Rhodamine fluor: inactive; Fluorescein autfl: inconclusive; HADH2 inhib: inconclusive; HBB splicing: -1.4%

Results for FC(F)(F)c1ccc(N2CCOCC2)c(Nc2nc3ccccc3n3cnnc23)c1 ?
GFP derepression: 4.2%; Hsp90 Hop PPI: 3.7%; UbGFP stabilizer: 11.4%; Pol III holo inh: -5.0%; 4-MU autofl: inconclusive; TexasRed autofl: inactive; 15-hLO inh: -13.2%; Rhodamine fluor: inactive; Fluorescein autfl: inactive; HADH2 inhib: inconclusive; HBB splicing: -0.7%

Results for CN(C)S(=O)(=O)c1cccc(CSc2cccc[n+]2[O-])c1 ?
GFP derepression: 2.3%; Hsp90 Hop PPI: 0.9%; UbGFP stabilizer: -0.3%; Pol III holo inh: 0.2%; 4-MU autofl: inactive; TexasRed autofl: inactive; 15-hLO inh: -6.4%; Rhodamine fluor: inactive; Fluorescein autfl: inactive; HADH2 inhib: -4.5%; HBB splicing: -0.8%

Results for COCCCN1C(=O)c2ccccc2C1C(=O)NC1CCCCCC1 (stereo unspecified) ?
GFP derepression: 0.0%; Hsp90 Hop PPI: -6.8%; UbGFP stabilizer: -1.6%; Pol III holo inh: -2.6%; 4-MU autofl: inactive; TexasRed autofl: inactive; 15-hLO inh: 1.9%; Rhodamine fluor: inactive; Fluorescein autfl: inactive; HADH2 inhib: 4.4%; HBB splicing: -0.7%

Results for COC(=O)CSc1nc2cc3c(cc2cc1C#N)OCO3 ?
GFP derepression: 6.5%; Hsp90 Hop PPI: -6.9%; UbGFP stabilizer: 2.0%; Pol III holo inh: -0.6%; 4-MU autofl: 1.5e-07M*; TexasRed autofl: inactive; 15-hLO inh: -18.9%; Rhodamine fluor: inactive; Fluorescein autfl: inconclusive; HADH2 inhib: 2.1%; HBB splicing: -0.7%

How did Cc1c(Cc2ccccc2)sc(N)c1C(N)=O do in these assays?
GFP derepression: -1.9%; Hsp90 Hop PPI: -10.8%; UbGFP stabilizer: -7.5%; Pol III holo inh: 3.5%; 15-hLO inh: inconclusive; HADH2 inhib: 5.01µM*; HBB splicing: -1.1%[9.22 µM]

How did CN(C)CCN(Cc1ccccc1)S(=O)(=O)c1cccc2cccnc12 do in these assays?
Hsp90 Hop PPI: -2.1%; UbGFP stabilizer: -4.4%; Pol III holo inh: -1.9%; 15-hLO inh: -6.1%; HADH2 inhib: 9.2%; HBB splicing: 0.0%
